# Source: PubChem BioAssay
# PTAP TSG101 blk: qHTS Assay for Iinhibitors of HIV-1 Budding by Blocking the Interaction of PTAP/TSG101. Tumor susceptibility gene 101 protein (Homo sapiens), Q99816. Fluorescence polarization, FITC-PTAP peptide / Tsg101 binding. Potency, µM (series often up to 115 µM), without a hit: at the top dose activity change, negative = inhibition, hits mostly inhibitors. 340,000 tested, under 10 active; active = well fitted inhibition curve with a large enough effect in the main read-out, with a control signal flat, not every such curve was filed as active; inconclusive = small, poorly fitted or top-dose-only effect, or effect the other way, or a change in a side signal; inactive = no such curve, though single readings can be large or run the other way; also: potency is read from the fitted curve at half-maximal effect; % of control where 0% means no effect
#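 Fluorescence anisotropy tracks displacement of a FITC-tagged PTAP peptide (50 nM) from the Tsg101 binding domain (10 uM), following a 20 min room-temperature incubation at pH 7.5.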
# p53 reactivator: qHTS assay for re-activators of p53 using a Luc reporter; H1299 p53-A138V BP100-luciferase reporter, luminescence, 24 h; Potency, µM (highest dose often 92.2 µM), inactives show at the highest dose activity change, positive = activation, actives largely listed as activators; 320,000 compounds, 0.063% hits; AID 504706, 2011; also: potency is read from the fitted curve at half-maximal effect; % of control where 0% means no effect; nearly all actives have a fitted effect of over 45% in size
#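 H1299 (p53-null), stable ts p53-A138V + BP100-Luc; 1000 cells/well, Opti-MEM/10% FBS; cpd 4 pt, 1:5; 24 h, 37 deg C, 5% CO2; detection reagent 10 min RT; luminescence.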
# B2AR arrestin: qHTS assay of beta-arrestin-biased ligands of beta2-adrenergic receptor; Potency, µM (series often up to 46.1 µM), inactives show at the highest dose activation, hits mostly activators; 330,000 compounds, 0.02% hits; Beta-2 adrenergic receptor (Homo sapiens), P07550; beta-arrestin recruitment to beta2AR, cell-based reporter; AID 492947, 2010;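 also: potency is read from the fitted curve at half-maximal effect; 0% = DMSO controls and full agonism = EC100 isoproterenol or metaproterenol; nearly all actives have a fitted effect of over 65% in size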
# TCR act: Activators of T cell receptors: qHTS campaign; primary human leukocytes, anti-CD3, IL-2 HTRF, 48 h; Potency, µM (doses to about 9.22 µM), for the others: at the highest dose activation of IL-2 secretion, most hits filed as activators; 330,000 tested, under 10 active; also: % of control where 0% means no effect
#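 HTRF read-out of IL-2 secretion: europium cryptate donor excited at 320nm, d2 acceptor emission at 665nm. Cells were primary human leukocytes incubated 48 hr with compounds and a-CD3 beads, supplying TCR signal only.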
# MLL CXXC-DNA inh: qHTS Fluorescence Polarization Assay for Inhibitors of MLL CXXC domain - DNA interaction | Histone-lysine N-methyltransferase 2A (Homo sapiens), Q03164 | MLL-CXXC / FITC-HOXA9 DNA fluorescence polarization | Potency, µM (series often up to 115 µM), inactives show at the highest dose activity change, negative = inhibition, actives largely listed as inhibitors | 290,000 compounds, 0.037% hits | AID 2662, 2010; active = well fitted inhibition curve with a large enough effect in the polarisation, with a control signal flat, not every such curve was filed as active; inconclusive = small, poorly fitted or top-dose-only effect, or effect the other way, or a change in a side signal; inactive = no such curve, though single readings can be large or run the other way; the % refers to the polarisation; also: potency is read from the fitted curve at half-maximal effect
#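 Fluorescence polarization: 7 uM MLL-CXXC (stock) preincubated 5 min with compounds, then 50 nM fluorescein-HOX-A9 DNA (stock) added; 30 min ambient. Buffer 50 mM Tris-HCl pH 7.5, 50 mM NaCl, 1 mM DTT, 0.05% BSA.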
# A-T KAP1 phos: qHTS Assay for Identifying a Potential Treatment of Ataxia-Telangiectasia; Potency, µM (top dose mostly 57.5 µM), inactives show at the top dose activation, usual class: activators; […] A-T fibroblasts, KAP-1 phosphorylation AlphaLISA; neocarzinostatin DNA damage 30 min before lysis; 320,000 compounds, 0.19% hits; AID 485349, 2010; also: potency is read from the fitted curve at half-maximal effect; % of control where 0% means no effect; nearly all actives have a fitted effect of over 45% in size
#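 ATM-like activity read as KAP-1 phosphorylation via AlphaLISA donor/acceptor antibody pairs after lysis and 6 hr at 25C. Cells were ATM-null patient fibroblasts ([…], hTERT), dosed 60 min, then exposed to the DSB inducer NCS for 30 min.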
# BRCA1 expr up: qHTS Assay to Identify Small Molecule Activators of BRCA1 Expression; MCF7-BRCA1-FFLuc reporter, luminescence, 48 h; response scale: scaled: vehicle 0%, 10 µM genistein 100%; Potency, µM (titrated, usually from 46.1 µM), for inactives: at the highest dose activation, actives largely listed as activators; 380,000 compounds, 1.1% hits; AID 624202, 2012; also: potency is read from the fitted curve at half-maximal effect; nearly all actives have a fitted effect of over 80% in size; some results filed as inactive show a strong effect at the top dose
#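 MCF7-BRCA1-FFLuc, 2000 cells/well; 2 h attach, 37 °C/5% CO2; compound 48 h; luciferase substrate 15 min; luminescence end-point. Norm. to genistein 10 microM max activation and DMSO; concentration-response curves fitted.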
# ELG1 DNA repair: qHTS screen for small molecules that inhibit ELG1-dependent DNA repair in human embryonic kidney (HEK293T) cells expressing luciferase-tagged ELG1. HEK293T ELG1-luciferase reporter, luminescence, 16 h; DNA damage induced by 5-fluorouridine. Potency, µM (highest dose often 46.1 µM), for inactives: at the top dose activity change, negative = inhibition, hits mostly inhibitors. 330,000 compounds, 2.3% hits. AID 504467, 2011; also: potency is read from the fitted curve at half-maximal effect; % is scaled to controls: 0 for no effect and ±100 for the full control effect; nearly all actives have a fitted effect of over 55% in size
#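 Reporter activity after DNA damage by 5-fluorouridine is monitored. Compound-treated cells incubate 16 hr at 37 °C, then ONE-Glo is added for 30 min before luminescence reading.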
# TRPV1 ag: HTS Assay for Compounds that Act as Agonists of the Vanilloid Receptor 1 | Transient receptor potential cation channel subfamily V member 1 (Homo sapiens), Q8NER1 | TRPV1-expressing cells, Fluo-8 calcium influx, agonist mode | activation, % at 8.33 µM | 320,000 compounds, 0.19% hits | AID 540275, 2011; in the data active = activation above about 80%; inconclusive = between about 30% and that limit; also: 0% is about no effect
# Target sequence (Q8NER1 whole entry, looked up): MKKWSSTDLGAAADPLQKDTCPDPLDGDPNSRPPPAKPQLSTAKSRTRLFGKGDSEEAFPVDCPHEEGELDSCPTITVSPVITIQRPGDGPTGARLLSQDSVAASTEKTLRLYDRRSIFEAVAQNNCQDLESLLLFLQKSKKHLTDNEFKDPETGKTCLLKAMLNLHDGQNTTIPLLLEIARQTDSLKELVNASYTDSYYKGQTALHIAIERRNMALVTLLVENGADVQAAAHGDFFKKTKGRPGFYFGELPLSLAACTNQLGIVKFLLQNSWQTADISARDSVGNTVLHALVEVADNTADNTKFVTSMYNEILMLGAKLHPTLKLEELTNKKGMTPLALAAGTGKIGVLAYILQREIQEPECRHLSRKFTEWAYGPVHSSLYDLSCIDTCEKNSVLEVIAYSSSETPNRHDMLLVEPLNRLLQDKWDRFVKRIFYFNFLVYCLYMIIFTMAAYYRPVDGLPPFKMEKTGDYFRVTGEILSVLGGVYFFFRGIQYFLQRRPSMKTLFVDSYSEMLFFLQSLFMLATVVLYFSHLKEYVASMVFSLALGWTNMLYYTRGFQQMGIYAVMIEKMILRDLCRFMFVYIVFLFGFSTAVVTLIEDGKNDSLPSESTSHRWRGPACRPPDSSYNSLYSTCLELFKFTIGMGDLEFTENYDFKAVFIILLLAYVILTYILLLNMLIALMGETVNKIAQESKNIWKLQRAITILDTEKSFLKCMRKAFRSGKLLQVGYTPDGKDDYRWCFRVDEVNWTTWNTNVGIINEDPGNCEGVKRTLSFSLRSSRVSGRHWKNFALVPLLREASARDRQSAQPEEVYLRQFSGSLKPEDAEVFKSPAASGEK
#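 Fluo-8 calcium influx in TRPV1-expressing cells, kinetic read (ex 480/em 520 nm). Compound added and read 3 min for agonist activity, followed by capsaicin at EC20 final and 2 min further read for enhancement.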
# Integrin act MD: qHTS for Activators of Integrin-Mediated Alleviation for Muscular Dystrophy. AID 624291, 2012. Potency, µM (series often up to 38.3 µM), without a hit: at the top dose activation, most hits filed as activators. 350,000 compounds, 0.064% hits. alpha7betagal myoblasts, beta-gal FDG fluorescence, 48 h;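 also: potency is read from the fitted curve at half-maximal effect; 100% = response of the positive control SU9516; nearly all actives have a fitted effect of over 60% in size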
#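 Alpha7betagal+/- myoblasts (passage 13) were plated 16-24 hr, then exposed to compounds (1:260 dilution of DMSO stock) for 48 hours at 37C. After MPER lysis, β-galactosidase reporter activity was read as FDG fluorescence (ex 480/em 540) after 30 minutes.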
# * = called active by the depositor; ? = inconclusive; . = no result given; [ ] = another dose, or the depositor's remark. Unless noted, calls follow the shape of the dose curve; as a rule, active = well fitted curve in the direction sought with a large enough effect; inconclusive = small, poorly fitted or top-dose-only effect, or another doubt; inactive = no such curve, though single readings can be large; an effect the other way counts as inactive or inconclusive.
molecule	PTAP TSG101 blk	p53 reactivator	B2AR arrestin	TCR act	MLL CXXC-DNA inh	A-T KAP1 phos	BRCA1 expr up	ELG1 DNA repair	TRPV1 ag	Integrin act MD
O=S(=O)(c1cccc(F)c1)N1CCc2sccc2C1c1ccc(OC(F)(F)F)cc1 (configuration not stated)	-1%	-5%	-0.9%	2%	-5%	5%	-55%	?	9	-3%
COc1ccc2cc(C3CC(c4ccco4)=NN3C(=O)CCC(=O)O)c(Cl)nc2c1 (configuration not stated)	-4%	5%	-0.5%	-2%[46.1 µM]	-17%	5%	4%	8%	-2	0%
O=C(CCCCCC(=O)N(CCO)CCO)N(CCO)CCO	-6%	13%	-0.3%	1%	-2%	6%	-11%	15%	-1	16%
Cc1ccccc1OCC(=O)N1N=C(c2cccnc2)CC1(O)C(F)(F)F (configuration not stated)	-3%	-3%	-0.8%	4%	1%	3%	2%	-17%	-1	3%
Cc1ccc2nc(SCC(=O)N3CCCc4ccccc43)nc(=O)n2c1	-4%	.	.	2%	.	.	-31%	.	.	11%
Cc1ncccc1C(=O)N1CCCC(CCC(=O)N2CCN(c3ccccn3)CC2)C1 (configuration not stated)	1%	12%	-0.8%	4%	16%	-3%	3%	13%	0	-12%
N=c1ccn(O)cc1CCc1ccccc1	-4%	.	.	1%	.	.	-19%	.	.	2%
O=C(CSc1nnc(CNC(=O)c2c(F)cccc2F)o1)Nc1ccc2c(c1)OCCO2	-2%	?	3.1%	4%	-6%	4%	-5%	1%	0	-26%
O=C(Cc1ccccc1)Nc1ccc(NC(=O)C2CCCCC2)nc1	-4%	-3%	0.1%	-2%	-1%	-1%	9%	5.2µM*	-2	1%
CCOc1ccccc1OCCCC(=O)ON=C(N)c1ccccc1	-3%	5%	-1.3%	-2%	.	8%	4%	7%	10	0%
CCOC(=O)c1c(NC(=O)/C=C/c2ccc3c(c2)OCO3)sc(C)c1C	.	-4%	0.2%	.	13%	4%	.	-33%	-1	.
CN(C)S(=O)(=O)c1cccc(C(=O)Nc2ccc(S(=O)(=O)N3CCCC3)cc2)c1	-2%	-1%	0.0%	-4%	-7%	6%	-24%	?	4	17%

molecule	PTAP TSG101 blk	p53 reactivator	B2AR arrestin	TCR act	MLL CXXC-DNA inh	A-T KAP1 phos	BRCA1 expr up	ELG1 DNA repair	TRPV1 ag	Integrin act MD
Cc1cccc([N+](=O)[O-])c1C(=O)O	-2%	6%	0.5%	1%	.	-3%	8%	4%	-1	.
N#Cc1ccc(OCC(=O)NNC(=S)NC(=O)C2CC2)cc1	-1%	-6%	-0.1%	7%[46.1 µM]	.	-17%	-15%	5%	.	19%
O=C(COc1ccccc1Br)Nc1ccccc1C(F)(F)F	-3%	11%	0.3%	3%	-1%	10%	45%	-3%	23	7%
COc1cc2[nH]c(=S)nc(NCc3ccc(C)cc3)c2cc1OC	0%	-4%	-0.5%	0%	11%	-4%	-30%	-20%	-1	-1%
O=C(CCS(=O)(=O)c1cccs1)N1CCCC1	-4%	5%	-0.4%	-12%	17%	1%	58%	?	2	-16%
O=c1c2c(-c3ccccc3)ccnc2[nH]n1-c1ccccc1	-5%	.	-0.3%	.	7%	11%	63%	?	?	13%
O=C(Nc1cccnc1)c1cc(-c2ccc(Br)cc2)on1	1%	9%	0.5%	3%	0%	9%	-14%	?	-1	19%
O=C(Nc1nncs1)C1CCCC1	0%	.	.	-5%	.	.	4%	.	.	1%
Cc1ccc(NC(=O)c2[nH]cnc2C(=O)NN)cc1	1%	3%	0.0%	-7%	1%	12%	-19%	2%	?	8%
CC1(C)NC(C)(C)/C(=C\c2cccs2)C(=O)C1=O	0%	3%	-0.3%	-5%	-5%	-1%	3%	?	1	-26%
COc1cccc(N2CCN(S(=O)(=O)c3ccc4nc(-c5ccccc5)[nH]c4c3)CC2)c1	-8%	-2%	0.2%	-2%	46%[activator]	-7%	-4%	?	5	-6%
CCN(CC)S(=O)(=O)c1ccc(C(=O)N2CCN(c3ncccn3)CC2)cc1	-5%	-4%	0.5%	-2%	0%	-2%	-16%	?	0	-28%

molecule	PTAP TSG101 blk	p53 reactivator	B2AR arrestin	TCR act	MLL CXXC-DNA inh	A-T KAP1 phos	BRCA1 expr up	ELG1 DNA repair	TRPV1 ag	Integrin act MD
CC(=C/c1ccccc1)/C=N/NC(=O)c1ccccn1	-3%	-2%	0.3%	-5%	23%	2%	-48%	?	?	18%
N=c1c(S(=O)(=O)c2ccccc2)cc2c(=O)n3ccccc3nc2n1Cc1ccco1	3%	?	-0.1%	1%	0%	18%	-12%	?	-1	-23%
COc1cc2cnc(-c3ccccc3)cc2cc1OC	-2%	-3%	-0.3%	-24%	.	-9%	-26%	?	.	-16%
Cc1cc2oc(=O)cc(Cn3nnc(-c4ccc(Cl)cc4)n3)c2cc1C(C)C	.	0%	-0.4%	3%[46.1 µM]	-1%	-1%	.	-10%	?	.
CN(C)S(=O)(=O)c1ccc(N=Cc2c(C(F)(F)F)[nH]n(C)c2=O)cc1	-3%	0%	-0.3%	2%	-2%	0%	-2%	12%	-5	-22%
CCOC(=O)CNC(=O)Cn1cnc2c(nnn2-c2cccc(Cl)c2)c1=O	-8%	-6%	3.1%	-8%	0%	-14%	9%	0%	2	-15%[7.66 µM]
CCN1CCN(Cc2oc(CO)cc(=O)c2O)CC1	-6%	-2%	-0.2%	-2%	-3%	-3%	-1%	?	-2	15%
COc1ccccc1C1=NNC(=NCc2ccccc2)SC1	0%	5%	-0.1%	5%	2%	-2%	28%	30%	3	-4%
COc1cccc(C(c2sc3ncnn3c2O)N2CC(C)OC(C)C2)c1 (configuration not stated)	-5%	-2%	-0.4%	3%	6%	24%	10%	?	-3	8%
O=C(Nc1nnc(C2=COCCO2)o1)c1ccc(S(=O)(=O)N2CCCCC2)cc1	-9%	-2%	-0.1%	1%	6%	1%	2%	?	-3	-2%
Cc1ccn2c(=O)nc(SCC(=O)N3CCCc4ccccc43)nc2c1	-5%	-3%	0.1%	-13%	.	10%	-1%	8%	-3	-1%
COCC1CCCCN1C(=O)c1ccc(OC2CCN(Cc3ccccn3)CC2)cc1 (configuration not stated)	2%	12%	0.3%	-4%	0%	9%	-17%	15%	4	-15%

molecule	PTAP TSG101 blk	p53 reactivator	B2AR arrestin	TCR act	MLL CXXC-DNA inh	A-T KAP1 phos	BRCA1 expr up	ELG1 DNA repair	TRPV1 ag	Integrin act MD
O=C(NCC1CCCO1)C1CC(=O)N(c2cccc(Cl)c2)C1 (configuration not stated)	0%	1%	0.2%	-13%	-5%	-3%	11%	?	1	4%
Cc1ccc(C(=O)N/C(=C/c2ccc(N(C)C)cc2)C(=O)NCC2CCCO2)cc1 (configuration not stated)	-4%	-2%	-0.2%	4%	19%	-2%	-26%	-6%	3	-42%
CCOC(=O)/C(C)=C1\NC(C)(C)Cc2ccccc21	-7%	-2%	-0.9%	1%[46.1 µM]	5%	0%	-20%	-3%	2	0%
CC(C)(C)OC(=O)NN1CC(=O)N2[C@@H](Cc3c([nH]c4ccccc34)C2(C)C)C1=O	0%	-5%	-1.1%	5%	7%	-6%	9%	-26%	3	-18%
CCN(CC)S(=O)(=O)c1ccc(C(=O)Nc2ccc(C(F)(F)F)n(C)c2=O)cc1	-3%	-2%	3.3%	-5%	15%	6%	5%	14%	-5	-28%
COC(=O)[C@@H]1C[C@@]2(O)[C@@H](O)[C@@H](O)[C@@H](O)C[C@H]2N1Cc1ccc(C(F)(F)F)cc1	-2%	-6%	-0.7%	1%	?	?	-1%	21%	7	0%
CCC12CN3CC(CC)(CN(C1)C31C(=O)N(C)c3ccc(C)cc31)C2=O (configuration not stated)	-5%	1%	-0.2%	3%	-4%	-1%	0%	-6%	-2	-3%
O=C(CSc1nnc(NCc2ccccc2)s1)c1ccco1	-3%	5%	-0.4%	6%	0%	5%	1%	9%	4	10%
Cc1cc(NS(=O)(=O)c2ccc(NC(=O)c3oc4ccccc4c3C)cc2)no1	-5%	1%	0.0%	-4%	10%	0%	21%	9%	-3	23%
Cc1ccc(NC(=O)CC2S/C(=N/N=C/C=C/c3ccccc3)NC2=O)cc1Cl (configuration not stated)	-1%	8%	-0.4%	-2%	14%	6%	13%	18%	1	11%
CC(C)C[C@H](NC(=O)C1CC(=O)N(c2ccc3c(c2)OCCO3)C1)C(=O)NC1CCCC1 (some centres not stated)	3%	0%	4.3%	3%	-13%	9%	-12%	12%	-4	-1%
